bIAP act: increases bovine intestinal alkaline phosphatase activity; purified bovine IAP, CDP-star luminescence, 30 min; stronger effect = higher value; fold of DMSO-control signal, blank-subtracted; activation factor at 20 µM; hit rate 0.17% among 200,000;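 active = activation factor of 2 or more at 20 µM, a signal rise over negative controls twice the positive control's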
TNAP act hi DEA: TNAP (human) activation, high acceptor; activation factor at 20 µM; P05186; purified TNAP, CDP-star luminescence, 1 M DEA, 30 min; stronger effect = higher value; 0 = EDTA background, 1 = DMSO-only activity; AID 1136; 200,000 tested, under 10 active;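 active = activation factor at least 2 at 20 µM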
Target sequence (P05186 whole entry, looked up): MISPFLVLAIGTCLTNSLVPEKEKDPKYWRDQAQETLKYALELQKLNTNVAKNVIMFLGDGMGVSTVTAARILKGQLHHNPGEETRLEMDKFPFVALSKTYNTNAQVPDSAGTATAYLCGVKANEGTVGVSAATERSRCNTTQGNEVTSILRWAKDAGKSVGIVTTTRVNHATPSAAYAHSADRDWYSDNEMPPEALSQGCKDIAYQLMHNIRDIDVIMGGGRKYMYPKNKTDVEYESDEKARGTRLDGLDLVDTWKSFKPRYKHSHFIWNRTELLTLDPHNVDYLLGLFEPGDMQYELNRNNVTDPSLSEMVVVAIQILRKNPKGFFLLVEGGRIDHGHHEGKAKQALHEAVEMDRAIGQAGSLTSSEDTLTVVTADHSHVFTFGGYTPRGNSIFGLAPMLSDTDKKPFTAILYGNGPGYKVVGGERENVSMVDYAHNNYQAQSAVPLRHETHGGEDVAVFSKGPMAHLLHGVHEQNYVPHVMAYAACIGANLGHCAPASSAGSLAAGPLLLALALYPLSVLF
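Test system – human TNAP · Doses – 20 µM single point · Incubation – 30 min, room temperature · Signal – luminescent substrate turnover signal · Read-out basis – activation factor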
bIAP inhibitor: blocks bovine intestinal alkaline phosphatase activity | 190,000 tested, under 10 active | AID 1019 | purified bovine IAP, CDP-star luminescence, 30 min | inhibition, % at 20 µM;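 active = over 50% inhibition of intestinal alkaline phosphatase at 20 µM in the single-dose screen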
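test system = bovine IAP enzyme | medium = DEA buffer 100 mM, pH 9.8, with MgCl2 1.0 mM, ZnCl2 0.02 mM | detection = luminescence | dosing = single compound dose of 20 µM, 2% DMSO final | incubation = 30 min reaction at room temperature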
TNAP inh no acc: TNAP (human) inhibition, acceptor-free conditions; inhibition, % at 20 µM; purified TNAP, CDP-star luminescence, 30 min; hit rate 0.26% among 200,000;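 active = tissue-nonspecific alkaline phosphatase inhibition above about 50% at 20 µM in the single-dose screen, limit read from the data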;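 also: 0% = DMSO negative control and 100% = EDTA positive control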
TNAP inh hi DEA: inhibitors of human TNAP at high phosphate acceptor concentration. hit rate 0.03% among 200,000. P05186. inhibition, % at 20 µM. purified TNAP, CDP-star luminescence, 1 M DEA;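 active = over 50% inhibition of tissue-nonspecific alkaline phosphatase at 20 µM in the single-dose screen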;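 also: plate controls were DMSO wells for no effect and EDTA-quenched wells as full inhibition for full effect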
Diaphorase act: diaphorase activation or chemical reduction counter-screen; Diaphorase/resazurin coupled assay, resorufin fluorescence, 16 min; stronger effect = higher value; 1 = vehicle wells, 0 = NADH-free wells; activation factor at 20 µM; hit rate 0.005% among 190,000; AID 1229;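 active = diaphorase activity raised at least twofold by the compound at 20 µM; inactive = activation factor below 2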
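Assay system: bacterial diaphorase enzyme (C. kluyveri) / Input: enzyme 0.07 U/mL final / Medium: 50 mM HEPES pH 7.4 with 4.542 mM MgCl2, 0.005% Tween 20 / Doses: single compound dose of 20 µM, 1% DMSO final / Incubation: 16 min enzyme reaction, ambient temperature / Signal: fluorescence, excitation 544 nm and emission 590 nm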
PMI act: phosphomannose isomerase (human) activation; activation factor at 20 µM; P34949; hit rate 0.005% among 190,000; purified human PMI, coupled resazurin fluorescence, 20 min; stronger effect = higher value; 1 = vehicle control, 0 substrate-free wells;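 active = activation factor of 2 or more at 20 µM, relative to plate controls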
Target sequence (P34949 whole entry, looked up): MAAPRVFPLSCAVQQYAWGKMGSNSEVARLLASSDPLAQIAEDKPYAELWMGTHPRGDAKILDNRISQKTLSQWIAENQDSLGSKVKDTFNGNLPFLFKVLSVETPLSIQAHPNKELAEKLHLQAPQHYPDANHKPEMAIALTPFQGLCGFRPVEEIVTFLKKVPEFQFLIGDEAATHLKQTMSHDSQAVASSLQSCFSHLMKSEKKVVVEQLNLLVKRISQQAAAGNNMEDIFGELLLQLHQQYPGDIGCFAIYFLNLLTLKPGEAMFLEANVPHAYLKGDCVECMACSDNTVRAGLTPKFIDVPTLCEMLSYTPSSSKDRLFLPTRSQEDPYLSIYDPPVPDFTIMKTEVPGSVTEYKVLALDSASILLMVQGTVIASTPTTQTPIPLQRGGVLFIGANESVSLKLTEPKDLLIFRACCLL
PMI act hi M6P: activators of human phosphomannose isomerase at near-saturating mannose 6-phosphate | activation factor at 20 µM | hit rate 0.34% among 190,000 | coupled PMI enzyme assay, resazurin fluorescence, 20 min; stronger effect = higher value; 1 = untreated enzyme, 0 = substrate-free blank | P34949;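 active = activation factor of 2 or more at 20 µM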
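Technique: Diaphorase-driven resazurin-to-resorufin fluorescence, excitation 544, emission 590 nm | Assay system: Human PMI in coupled enzyme assay | Times: Enzyme reaction with compound 20 min at room temperature | Medium: HEPES-buffered pH 7.4 with magnesium and detergent | Reagent: Mannose-6-phosphate 1.0 mM (near-saturating) plus 0.22 mM NADP+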
Diaphorase inh: inhibits diaphorase or chemically oxidizes, flagging diaphorase assay artifacts. diaphorase resazurin-to-resorufin fluorescence, NADH, 16 min; bacterial (C. kluyveri) enzyme, not human. inhibition, % at 20 µM. hit rate 0.69% among 190,000. AID 1217;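 active = primary screen inhibition at 20 µM above a set limit, cut at about 50% in these data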;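 also: plate controls were DMSO with full reaction for no effect and wells lacking NADH for full effect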
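controls = No-NADH positive control and DMSO neutral control | system = Clostridium kluyveri diaphorase enzyme | timing = reaction incubation of 16 min at room temperature | signal = resorufin fluorescence 544/590 nm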
L major viab: Leishmania major promastigote growth inhibition. AID 1063. hit rate 9% among 200,000. Leishmania major promastigotes, resazurin fluorescence viability. inhibition, % at 10 µM; in the data active = inhibition above about 50%;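 also: promastigotes grown with compound for 44 hours at 28 °C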
* marks the source's active call; other numbers are inactive results; / = not tested or not shown.

SMILES	bIAP act	TNAP act hi DEA	bIAP inhibitor	TNAP inh no acc	TNAP inh hi DEA	Diaphorase act	PMI act	PMI act hi M6P	Diaphorase inh	L major viab
CC(C)CC(OC(=O)c1ccco1)C(=O)NCC1CCCO1 (centres undefined)	1	1.1	4	-14	-7	0.9	1.1	1.1	8	0
Fc1ccc2nc(Nc3nc4c(F)cc(F)cc4s3)sc2c1	1	1	1	-111	-2	1	0.9	0.9	0	-4
CC(C)Oc1cccc(-c2nnc(SCC(=O)Nc3ccc4c(c3)OCCO4)n2N)c1	1.1	1	-12	-20	-2	0.9	0.8	1	7	0
O=C(NC1(C(=O)NC2CCCCC2)CCCCC1)c1ccc2c(c1)OCO2	0.9	1.1	10	-10	-6	1	1	1	4	93*
Cc1cc(C(=O)NCc2cccs2)n(-c2ccccc2)n1	0.9	1	8	-12	-4	0.9	1	1	9	-2
O=C(Cc1cccc2ccccc12)NC(=S)Nc1cccc(C(=O)O)c1	1	1	0	-11	-1	0.8	1	1	17	-3
CCOc1cc(S(=O)(=O)N(CC)CC)ccc1Br	1	1	4	-12	-1	0.9	0.9	0.9	8	16
CCOc1ccc2nc(NC(=O)CSc3nc(-c4ccccc4)c(C#N)c(=O)[nH]3)sc2c1	1	1	0	-6	-1	0.4	1.6	1.1	59*	-5
CNC(=O)CSc1nc(SC)ns1	1.1	1	-8	-6	-4	1	1.1	1.1	0	-5
COc1ccc(CC(=O)OCC(=O)Nc2ncc(Cl)cc2Cl)cc1OC	1	1	-1	-4	-4	0.8	1	1	22	-8
COc1ccc(-c2cc(-c3ccc(OC)cc3)c(C#N)c(SC)n2)cc1	0.9	1	12	-12	-4	0.9	1.1	1.1	7	1
CCOc1ccc(OCC)c(NC(=O)Cn2c(C)nc3ccccc3c2=O)c1	1.2	1	-18	-6	0	0.9	1	0.8	14	40
CC(C)CCn1c(=O)c2ccccc2n2c(CN(C)Cc3ccccc3)nnc12	1.1	1	-8	-2	-4	0.9	1	1	13	21
CC(=O)c1ccc(NC(=O)Nc2ccc(Cl)cc2)cc1	0.9	0.9	8	-6	7	1	1	1	3	0
Cc1nc2ccc(NC(=O)c3nn(CC(C)C)c(=O)c4ccccc34)cc2s1	1	1	0	0	4	0.8	1	1	19	5
CSc1nnc(-c2ccccc2)n1N	1	1	2	-10	-4	1	1	1	-4	2
O=C(CNC(=O)c1cccs1)NCC(=O)OCc1c(F)cccc1Cl	1.1	1	-8	-6	2	1	1	1	-4	-1
Cn1cc(NC(=O)OCc2ccc(Cl)cc2)c(C(F)(F)F)n1	1	1	0	0	-4	0.9	1.1	1	6	-1
CCOC(=O)C1(CC2CCCCO2)CCN(S(=O)(=O)c2cccc(F)c2)CC1 (centres undefined)	1.1	1	-11	-5	-3	0.8	0.9	0.9	18	-1
COc1cccc(-c2[nH]nc3c2C(c2ccc(C)o2)C(C#N)=C(N)O3)c1 (centres undefined)	0.9	1	12	15	1	0.7	0.9	0.7	27	9
CC1CCCCN1S(=O)(=O)c1cccc2cccnc12 (centres undefined)	0.9	1.1	7	-13	-6	0.9	1	0.9	6	0
CCCCOC(=O)Nc1nc2ccc(OC)cc2s1	1.1	1	-11	-5	1	1	0.9	0.9	-2	11
COc1ccccc1Cn1nnc2c(=O)[nH]c(C3CCN(C(=O)c4ccc(C)cc4)CC3)nc21	0.9	1	10	-5	-1	0.8	0.8	0.9	23	3
COc1cc(OC)cc(C(=O)Nc2cccc(N3CCCC3)c2)c1	0.8	1	16	-7	2	0.9	0.8	0.8	13	72*
Cc1ccc(-c2csc(N(Cc3ccco3)C(=O)c3cccs3)n2)cc1	0.2	1.1	/	-10	-5	0.8	0.8	0.8	18	100*
O=C(c1ccc2c(c1)OCO2)N(c1ccc(F)cc1)C1C=CS(=O)(=O)C1 (centres undefined)	1	1	0	-6	-3	1	0.9	0.9	1	3
Cc1occc1-c1nc(-c2ccncc2)no1	1	1	4	-7	2	0.9	0.9	1	6	-3
CN(C)c1ccc(C(CC(=O)O)NC(=O)c2ccc(Cl)cc2)cc1 (centres undefined)	0.9	1	8	-6	-3	0.9	1	0.8	11	-7
N#Cc1c(NC(=O)c2ccc(-c3ccccc3[N+](=O)[O-])o2)sc2c1CCCC2	0.8	0.8	23	14	16	0.9	0.8	0.8	12	4
O=C(Nc1ccc2c(c1)OCO2)c1cccc(S(=O)(=O)N2CCCC2)c1	0.8	1	23	-8	0	0.8	0.8	0.9	15	7
O=C(O)C1CCCN1S(=O)(=O)c1ccc2ccccc2c1 (centres undefined)	1	1	-4	-5	2	1	1.1	1.1	3	-5
Nc1c([N+](=O)[O-])cc(-c2cnc[nH]2)cc1[N+](=O)[O-]	1.1	0.8	-8	2	16	0.9	1.1	0.9	13	-6
Cc1ccc(C=Nc2ccccc2C(=O)Nc2ccccc2)cc1	0.9	1.1	6	-6	-7	1	1.2	1.1	-1	4
CCOC(=O)C1=C(c2ccccc2)NC(=S)NC1c1ccc(Cl)c([N+](=O)[O-])c1 (centres undefined)	1.1	1	-10	6	-4	0.9	1.1	1.1	12	58*
CCn1c(=O)cc(SCC(=O)N2CCN(c3ccccc3F)CC2)c2ccccc21	1.1	1	-8	-9	-3	0.9	0.9	0.9	14	53*
CN(C)c1ccc(C2C=C(c3ccc(Cl)cc3OC(F)F)Nc3ncnn32)cc1 (centres undefined)	1	1	3	-12	0	0.7	0.8	0.8	28	/
Cc1cc(C)c2c(CC(=O)N(CCC#N)Cc3cccnc3)coc2c1	1	1.1	-3	-10	-8	0.7	0.9	0.8	26	81*
C=CCn1c(-c2ccc(C)cc2)nc2ccccc21	0.7	1.1	32	-16	-8	0.9	1	1	12	87*
COc1ccc(CNc2nc(-c3ccccc3)nn2C(=O)c2ccc([N+](=O)[O-])cc2)cc1	1	1	3	21	-3	0.8	0.9	1	18	-2
CSC1=NC(C)(C)CC2(C)Nc3ccccc3N12 (centres undefined)	0.9	1	8	-8	0	0.8	0.9	0.7	21	30

Reformatted as a markdown table: part of the list above.
| compound | bIAP act | TNAP act hi DEA | bIAP inhibitor | TNAP inh no acc | TNAP inh hi DEA | Diaphorase act | PMI act | PMI act hi M6P | Diaphorase inh | L major viab |
| --- | --- | --- | --- | --- | --- | --- | --- | --- | --- | --- |
| CN(C)c1ccc(C(CC(=O)O)NC(=O)c2ccc(Cl)cc2)cc1 (centres undefined) | 0.9 | 1 | 8 | -6 | -3 | 0.9 | 1 | 0.8 | 11 | -7 |
| N#Cc1c(NC(=O)c2ccc(-c3ccccc3[N+](=O)[O-])o2)sc2c1CCCC2 | 0.8 | 0.8 | 23 | 14 | 16 | 0.9 | 0.8 | 0.8 | 12 | 4 |
| O=C(Nc1ccc2c(c1)OCO2)c1cccc(S(=O)(=O)N2CCCC2)c1 | 0.8 | 1 | 23 | -8 | 0 | 0.8 | 0.8 | 0.9 | 15 | 7 |
| O=C(O)C1CCCN1S(=O)(=O)c1ccc2ccccc2c1 (centres undefined) | 1 | 1 | -4 | -5 | 2 | 1 | 1.1 | 1.1 | 3 | -5 |

Remaining list, next part
SMILES	bIAP act	TNAP act hi DEA	bIAP inhibitor	TNAP inh no acc	TNAP inh hi DEA	Diaphorase act	PMI act	PMI act hi M6P	Diaphorase inh	L major viab
O=C(NCc1ccco1)c1cc2n(n1)C(C(F)(F)F)CC(c1ccc(Br)cc1)N2 (centres undefined)	0.8	1.1	18	-10	-10	1	1.1	1	2	-5
O=c1ccc(S(=O)(=O)N2CCC(Cc3ccccc3)CC2)c[nH]1	0.9	1.1	13	-12	-6	0.8	1	1	19	-9
Cc1cc([N+](=O)[O-])ccc1NC(=S)NC(=O)C(c1ccccc1)c1ccccc1	0.7	1	32	10	-4	0.9	0.9	0.9	14	15
CCN(Cc1ccccc1)C(=O)C1CCC(CNc2c(N3CCOCC3)c(=O)c2=O)CC1 (centres undefined)	1	1	-2	15	-1	1.1	1.1	1.1	-12	-2
CCOC(=O)C1CCCN(CCC(=O)Nc2ccc3c(c2)CCC3)C1 (centres undefined)	1	1	-2	-5	-1	0.9	0.8	0.9	10	90*
O=C(O)C(O)c1ccccc1 (centres undefined)	1	1.1	5	-8	-6	1.5	1	1.1	-54	/
CC(Sc1nnc(Cc2cccs2)n1C1CCCCC1)C(=O)NCc1ccco1 (centres undefined)	0.9	1.1	6	17	-9	0.9	1.1	1.1	9	48
CCOC(=O)c1c(-c2ccccc2)csc1NC(=O)CSc1nncs1	0.7	1	28	-2	-3	0.8	0.8	0.9	24	13
O=C(c1ccccc1NS(=O)(=O)c1ccc(Br)s1)N1CCCC1	0.9	1	6	-4	2	0.8	0.9	0.9	20	-5
CN(C)C(=O)c1c2c(nc3ccccc13)CCCC2	0.9	1.1	14	-7	-6	1.1	1.1	1.1	-6	-7
Cc1ccc(Cn2nnnc2CN2CCC(O)(c3ccccc3F)CC2)cc1	0.9	1	11	-1	-2	0.8	0.9	0.9	17	0
COC(=O)Cn1c(=O)n(CCc2ccccc2)c(=O)c2c3c(sc21)CCCC3	1	1.1	-1	-13	-6	0.7	0.8	0.8	26	12
O=C(CNc1ccc(F)cc1)c1ccccc1	0.9	1	7	-5	-3	0.9	1	1	7	83*
OC1(c2cccc(C(F)(F)F)c2)CCNCC1	0.8	1	16	-4	-1	0.9	0.9	0.9	6	60*
COc1cccc(-c2ccc(SCC(=O)c3ccccc3)nn2)c1	0.8	1	16	-11	0	0.8	0.9	0.9	20	17
Cc1ccc(NCc2nnc(SCC(=O)NCc3ccco3)n2CC2CCCO2)c(C)c1 (centres undefined)	1.1	1.1	-7	-10	-5	0.9	0.9	0.9	12	-10
Cc1ccc(NC(=O)CN2c3cccc4cccc(c34)S2(=O)=O)cc1S(=O)(=O)N1CCOCC1	1	1	4	-8	2	0.7	0.8	0.8	27	96*
CC/C(=N\NC(=O)CNC(=O)/C=C/c1ccco1)c1ccccc1	0.9	1	6	-4	1	0.9	0.9	0.9	9	-1
CCOC(=O)c1cnc(SCc2ccc(C)cc2)nc1N	0.9	1.1	10	-7	-5	0.8	0.9	0.9	19	7
Nn1c(Cc2ccccc2F)nnc1SCC(=O)Nc1cccc(S(=O)(=O)NC2=NCCCCC2)c1	1	1	-2	-12	-3	0.9	1	1.1	8	-5
O=C(COC(=O)Cc1c(Cl)cccc1Cl)Nc1ccc(OC(F)(F)F)cc1	1	1	5	15	-3	0.9	1	1	12	-4
Cc1cc(C)cc(OCC(=O)Nc2ccc3c(c2)OCO3)c1	0.9	1	6	-8	-4	0.9	0.8	0.7	14	62*
CCSc1nc2c(c(=O)n1Cc1ccccc1)SC(C)C2 (centres undefined)	0.8	1	21	-12	-5	0.8	0.9	0.9	22	5
